# Screening data (PubChem)
# Jurkat NFkB inh = inhibitors of induced NF-kB luciferase reporter, primary screen, TCR NF-kB activation inhibitor project, cell-based, luminescence, uHTS; Jurkat, PMA/ionomycin-induced NF-kB luciferase reporter; inhibition, % at 4 µM; hit rate 0.53% among 330,000; in the data active = inhibition above about 50%
# CHOP UPR activ = activators of apoptotic CHOP UPR arm, primary screen, cell-based, CHO-CHOP luciferase reporter, luminescence, uHTS; activation, % at 10 µM; UPR activation; percent of tunicamycin response over DMSO baseline; hit rate 0.34% among 330,000;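 active = at 10 µM dose, activation of 40% or more, normalized to positive control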;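 note: 100% = tunicamycin at 10 µg/mL and 0% = DMSO alone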
#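 Dosing – one dose, 10 µM in 0.5% DMSO · System – CHO-CHOP cells, stable luciferase reporter of PERK-eIF2a-CHOP signalling · Input – 500 cells/well · Control set – tunicamycin 10 µg/mL final as positive, DMSO-only wells as negative · Timing – 6 h compound treatment, 37 °C · Measure – % activation vs tunicamycin · Technique – luminescence read with Steady-Glo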
# CXCR6 block = CXCR6 receptor inhibitors, primary screen, cell-based, beta-arrestin, luminescence, CHO-K1 PathHunter, 1536-well | C-X-C chemokine receptor type 6 (Homo sapiens), O00574 | inhibition, % at 20 µM | hit rate 0.36% among 360,000 | AID 602244, 2012; in the data active = inhibition above about 34%, passing the limit was not always enough;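 note: antagonist mode with CXCL16 agonist at 10 nM final; 0% = 10 nM CXCL16 with DMSO and 100% = unstimulated wells without agonist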
# Target sequence (O00574 whole entry, looked up): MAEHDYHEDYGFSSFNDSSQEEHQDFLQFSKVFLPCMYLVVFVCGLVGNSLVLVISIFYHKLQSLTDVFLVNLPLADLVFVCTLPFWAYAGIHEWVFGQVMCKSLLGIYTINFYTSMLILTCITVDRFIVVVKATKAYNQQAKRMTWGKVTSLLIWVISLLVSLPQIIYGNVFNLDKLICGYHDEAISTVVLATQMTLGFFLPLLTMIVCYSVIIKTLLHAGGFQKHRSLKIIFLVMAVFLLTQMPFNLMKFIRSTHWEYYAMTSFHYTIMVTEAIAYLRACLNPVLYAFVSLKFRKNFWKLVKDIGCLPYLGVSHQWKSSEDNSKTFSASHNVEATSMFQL
# 697 NFkB inh = inhibitors of PMA/ionomycin-induced NF-kB reporter, 697 cells, primary screen, B-cell NF-kB inhibitor project, cell-based, luminescence, uHTS; 697 B-cell NF-kB luciferase reporter, 16 h; inhibition, % at 4 µM; hit rate 0.33% among 330,000; AID 435022, 2010; in the data active = inhibition above about 35%
# Mdm2-MdmX inh = inhibitors of human Mdm2-MdmX association, primary screen, cell-based, luminescence, split luciferase, SaOS-2, uHTS. SaOS-2 split-luciferase Mdm2/MdmX complementation. inhibition, % at 8 µM. Protein Mdm4 (Homo sapiens) + E3 ubiquitin-protein ligase Mdm2 (Homo sapiens), …. hit rate 3% among 330,000;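 active = inhibition of at least 50% at 8 µM in the primary screen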
# CCR6 antagonist = CCR6 receptor antagonists, primary screen, cell-based, CHO-K1, luminescence, beta-arrestin, uHTS | C-C chemokine receptor type 6 (Homo sapiens), P51684 | CHO-K1 CCR6 PathHunter beta-arrestin, CCL20-stimulated | inhibition, % at 20 µM | hit rate 0.49% among 340,000 | AID 493098, 2011;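 active = compounds whose inhibition of the agonist-driven luminescence signal at 20 µM reaches about 50%, limit read from the data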;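 note: cells stimulated with CCL20 at 14 nM final; plate controls were DMSO with CCL20 for no effect and DMSO without agonist for full effect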
# Target sequence (P51684 whole entry, looked up): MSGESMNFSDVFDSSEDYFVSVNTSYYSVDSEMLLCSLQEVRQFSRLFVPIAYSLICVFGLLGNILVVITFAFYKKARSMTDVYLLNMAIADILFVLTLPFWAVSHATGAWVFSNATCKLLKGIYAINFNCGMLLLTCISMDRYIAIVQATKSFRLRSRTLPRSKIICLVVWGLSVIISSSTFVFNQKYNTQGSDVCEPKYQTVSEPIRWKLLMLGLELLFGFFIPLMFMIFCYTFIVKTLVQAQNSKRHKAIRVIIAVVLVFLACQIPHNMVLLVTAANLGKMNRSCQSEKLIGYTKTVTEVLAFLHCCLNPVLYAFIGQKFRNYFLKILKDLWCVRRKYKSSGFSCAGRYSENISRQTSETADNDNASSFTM
# EBI2 antag = EBI2 receptor antagonists, beta-arrestin recruitment, primary screen, cell-based, luminescence, 7a,25-OHC stimulation, uHTS; 7a,25-OHC stimulated; AID 651636, 2012; hit rate 0.81% among 360,000; inhibition, % at 5 µM; in the data active = inhibition above about 38%;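 note: enzyme fragment complementation signal reports receptor beta-arrestin coupling in cells; 0% = agonist plus DMSO wells and 100% = wells without agonist; some results beyond the cut were filed as inactive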
# Target sequence (P32249 whole entry, looked up, the tested form may be a part): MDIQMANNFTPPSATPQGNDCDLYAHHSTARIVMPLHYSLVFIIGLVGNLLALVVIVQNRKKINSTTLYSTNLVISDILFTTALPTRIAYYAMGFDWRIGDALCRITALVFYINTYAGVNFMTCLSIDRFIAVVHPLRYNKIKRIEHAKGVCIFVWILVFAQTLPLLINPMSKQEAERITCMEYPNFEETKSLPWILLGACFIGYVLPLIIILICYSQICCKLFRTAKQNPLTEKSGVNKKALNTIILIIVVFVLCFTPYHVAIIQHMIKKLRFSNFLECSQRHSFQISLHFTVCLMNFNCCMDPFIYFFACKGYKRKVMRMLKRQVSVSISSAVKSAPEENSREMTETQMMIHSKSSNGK
# XBP1 UPR activ = activators of adaptive XBP1 UPR arm, primary screen, cell-based, CHO-XBP1 luciferase reporter, luminescence, uHTS | IRE1-XBP1 UPR activation; percent of tunicamycin response, DMSO as zero | activation, % at 20 µM | hit rate 0.33% among 330,000 | AID 463104, 2010;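 active = versus positive control, 20 µM dose yields 30% or more activation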;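 note: 100% = tunicamycin at 10 µg/mL and 0% = DMSO only wells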
#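 Signal: luciferase luminescence; Assay system: CHO-XBP1 luciferase reporter cells; Amount: one thousand reporter cells per well; Dosing: 20 µM single concentration, DMSO 1%; Benchmarks: high control tunicamycin 10 µg/mL final, low control DMSO vehicle only; Schedule: 6 h compound exposure at 37 °C, 5% CO2; Evaluation: percent activation relative to tunicamycin reference.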
# Gli-Sufu block = Gli-Sufu pathway antagonists, primary screen, luciferase luminescence, Sufu-KO-LIGHT cells, uHTS. Sufu-KO-LIGHT fibroblasts, Gli luciferase reporter luminescence. inhibition, % at 5 µM. hit rate 0.74% among 340,000. AID 588413, 2011;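 active = inhibition above about 55%, limit read from the data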;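 note: 0% = DMSO-treated cells and 100% = wells with medium but no cells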
# Active calls of the source: *; · = no result given.
molecule	697 NFkB inh	Gli-Sufu block	CHOP UPR activ	Jurkat NFkB inh	EBI2 antag	XBP1 UPR activ	CXCR6 block	CCR6 antagonist	Mdm2-MdmX inh
CC1CN(Cc2nnc(-c3ccccc3)o2)CC(C)O1 (stereo unspecified)	10	1	0.5	3	-6	-3	-1	-4	17
COC(=O)c1[nH]c2cc(OC)ccc2c1NC(=O)CCN1CCN(c2cccc(C)c2C)CC1	-3	10	0.7	2	2	-3	8	10	37
CCOc1ccc(C(=O)NCc2ccc3c(c2)OCO3)cc1OCC	0	2	0.7	-12	4	-1	3	7	7
CS(=O)(=O)Cc1cccc(C(=O)NC2CCSc3ccccc32)c1 (stereo unspecified)	4	10	-2.8	-25	-1	-4	2	17	4
CC1=NC(C(F)(F)F)(C(F)(F)F)C(C#N)=C(C)N1	-6	0	0.7	-10	-10	-1	23	-6	7
Cc1c(NC(=O)c2ccc(F)cc2)c(=O)n(-c2ccccc2)n1C	12	2	-2.0	6	-6	-2	1	-6	5
Cc1ccc(CCN2CC(C(=O)NCCN3CCCCCC3)CC2=O)cc1 (stereo unspecified)	24	6	-1.6	-9	-6	-2	0	-6	9
Cc1ccc([N+](=O)[O-])cc1N=C(c1cccc(Br)c1)N1CCOCC1	3	5	-2.2	22	13	-3	9	-5	-5
COc1ccccc1NC(=O)NCCN1CCN(c2cccc(Cl)c2)CC1	4	2	-0.4	-4	20	-1	10	13	5
C=CCn1c(COc2ccc(F)cc2)nnc1SCC(=O)NC1CCS(=O)(=O)C1 (stereo unspecified)	0	-8	1.5	6	-5	1	-1	3	1
c1ccc(N2CCN(c3nnnn3-c3ccccc3)CC2)cc1	0	-53	-0.9	-12	-1	2	2	-8	5
Cc1ccc2c(c1)N(C(=O)CCC(=O)NC1CCC(C)CC1)CCO2 (stereo unspecified)	-7	3	0.1	-13	3	-1	1	1	13
CCCCN(C(=O)c1ccc(NC2CC2)c([N+](=O)[O-])c1)c1c(N)n(CC(C)C)c(=O)[nH]c1=O	11	-4	5.0	-7	-7	0	10	14	-3
N#Cc1c(C(F)(F)F)cc(-c2ccccc2)n(N)c1=O	7	-10	3.0	4	-3	0	8	6	-12
OCCN1CCN(CC(O)COc2ccc(Cl)cc2)CC1 (stereo unspecified)	-5	4	-1.8	21	0	-5	-10	-14	7
Clc1ccc(Nc2cc(-c3ccccc3)nc3ncnn23)cc1	-1	1	-0.6	-5	40	2	-5	7	6
Cc1ccc(O)c(-c2cc(-c3ccc(F)cc3)no2)c1	-230	35	2.0	-193	-2	1	-4	-6	-172
COc1ccc(C2CC(=O)c3cnn(-c4nc(C)cc(C)n4)c3C2)cc1 (stereo unspecified)	11	-3	-1.6	32	-7	-2	-6	9	42
CCCCc1c(C)nc2ccc(Br)cc2c1SC(N)N	·	-1	·	·	-7	·	-2	9	·
CCN1C(=N)N(c2ccccc2)C(=O)C(CC)(CC)C1=O	·	0	·	·	-10	·	5	8	·
COC(=O)c1c(-c2cccc(C)c2)csc1N	2	2	-1.0	2	-5	-2	-5	2	18
COCC(=O)N1CCC(Oc2ccc(C(=O)N(C)C3CCCCC3)cc2)CC1	-8	29	-0.8	9	-5	-7	-2	3	-4
COc1ccc(OC)c2sc(NC(=O)c3ccc(Cl)s3)nc12	17	12	4.4	-16	8	97*	10	11	22
O=C(c1cccc(Cl)c1)N1CCN(S(=O)(=O)c2ccc(Cl)s2)CC1	16	2	0.3	2	-2	2	8	11	4
CCN(CC(=O)Nc1c(F)cccc1F)C(=O)C1CC1	-2	-3	-0.8	-8	-14	-3	-1	-13	8
O=[N+]([O-])c1cccc(S(=O)(=O)[N-]c2nc3ccccc3nc2-n2cc[n+](Cc3ccccc3)c2)c1	14	4	-2.3	1	3	-5	1	14	9
COc1ccc(-c2csc(NC(=O)CSc3nc4ccccc4c(=O)[nH]3)n2)cc1	-10	-3	1.2	15	-2	9	-4	-5	51*
Cc1ccccc1NC(=O)c1cccc(N2C(=O)C3CCC(C)CC3C2=O)c1 (stereo unspecified)	5	-20	0.7	6	4	-5	1	17	5
O=C(COC(=O)c1cccc(-n2cnnn2)c1)c1ccc(F)cc1	-104	-40	6.6	-18	-4	2	2	2	16
CCOc1ccccc1N(C)C(=O)C1CCN(S(=O)(=O)c2cccc3nonc23)CC1	-2	5	-0.6	14	7	-4	5	-7	1
COc1ccc(CNC(=O)C[C@H]2C[C@H](C(=O)N3CCCCC3)[C@@]3(C)c4[nH]c5cc(CCC(=O)N(C)C)ccc5c4CCN3C2=O)cc1OC	2	-12	3.4	·	-8	2	-1	12	34
Cc1ccc(S(=O)(=O)NC2CC(C)(C)NC(C)(C)C2)cc1	6	2	0.2	3	-16	-2	8	16	5
O=C1NC(=Nc2ccc(O)cc2)S/C1=C\C=C\c1ccco1	-4	9	3.9	-8	19	31*	6	31	27
COc1cc(NCCCn2cnc3c(OCc4ccccc4)ncnc32)cc(OC)c1OC	·	-3	·	·	-9	·	-3	-9	·
CCCSc1nc2ccsc2c(=O)n1CC	5	0	0.3	13	-6	-1	1	8	20
CC(=O)NCCc1ccc(S(=O)(=O)Nc2ccc(C)c(S(=O)(=O)N3CCOCC3)c2)cc1	8	2	-1.1	3	-3	-1	6	1	3
O=C(CSCC(=O)N1CCCCC1)OCC(=O)c1c[nH]c2ccccc12	2	7	-1.1	2	5	-1	-10	-23	3
Cn1cnnc1Sc1ccc(C(=O)NCCC23CC4CC(CC(C4)C2)C3)cc1[N+](=O)[O-]	-11	-15	2.5	-25	5	-2	0	15	12
Cn1c(SCc2cccc(Br)c2)nc2c1c(=O)[nH]c(=O)n2C	-7	7	0.9	0	-4	0	-2	-2	-3
COc1ccccc1CCC(=O)Nc1nccs1	-8	1	0.4	-4	-5	-3	10	3	10
FC(F)(F)c1ccc(Cl)c(-n2c(-c3cc(C4CC4)[nH]n3)n[nH]c2=S)c1	-5	4	0.6	-2	7	3	-10	6	-12
COc1cc(CNCCc2ccccc2)ccc1OCC(=O)NC(C)(C)C	-5	9	-6.4	-1	-8	-2	6	11	17
Cc1[nH]c(C)c(S(=O)(=O)N2CCN(c3ccccc3)CC2)c1C(=O)N1CCCCC1	-14	10	0.0	11	5	-3	1	-5	12
O=P(c1ccccc1)(c1ccccc1)C(O)c1ccc(Br)cc1 (stereo unspecified)	-18	-2	1.8	-13	10	0	-4	-1	-2
Cc1nc2c(c(=O)c3ccccc3n2C)c(=O)n1C1CCCCCC1	-10	-13	6.1	-15	2	2	-4	12	-16
COC(=O)Cc1ccc(NC(=S)NCc2ccco2)cc1	-13	-8	0.8	-5	-8	-6	-2	1	6
COc1ccc2c(c1)C(=O)N(c1ccccc1OC)C(=O)C2	16	-30	-1.2	2	8	-3	-4	3	6
COc1ccc(-c2cc(C(F)(F)F)n3nc(C(=O)NCc4ccco4)cc3n2)cc1	25	11	1.8	1	17	1	12	20	10
O=C(O)C1(NS(=O)(=O)c2ccc(Cl)cc2)CCCCC1	5	8	-0.1	1	-22	-2	-12	-11	1
C/C=C(\C)CN1CCc2cc(OC)c(OC)cc2C1	-5	-2	-1.9	-23	-2	1	0	-4	-6

# Compound profiles, as listed above. Order of values: 697 NFkB inh	Gli-Sufu block	CHOP UPR activ	Jurkat NFkB inh	EBI2 antag	XBP1 UPR activ	CXCR6 block	CCR6 antagonist	Mdm2-MdmX inh
# Listed for COc1ccc(CNC(=O)C[C@H]2C[C@H](C(=O)N3CCCCC3)[C@@]3(C)c4[nH]c5cc(CCC(=O)N(C)C)ccc5c4CCN3C2=O)cc1OC = 2	-12	3.4	·	-8	2	-1	12	34
# Listed for CCN(CC(=O)Nc1c(F)cccc1F)C(=O)C1CC1 = -2	-3	-0.8	-8	-14	-3	-1	-13	8
# Listed for Cc1ccc(O)c(-c2cc(-c3ccc(F)cc3)no2)c1 = -230	35	2.0	-193	-2	1	-4	-6	-172

# The results go on:
molecule	697 NFkB inh	Gli-Sufu block	CHOP UPR activ	Jurkat NFkB inh	EBI2 antag	XBP1 UPR activ	CXCR6 block	CCR6 antagonist	Mdm2-MdmX inh
CC(C)(C)OC(=O)NCCCC[C@H](NC(=O)c1nc[nH]c1C(=O)NC(c1ccccc1)c1ccccc1)C(=O)OC(C)(C)C	0	25	0.9	11	6	0	3	7	38
Cc1ccc(CS(=O)(=O)CCC(=O)NCc2ccccn2)cc1	7	2	1.4	3	-4	7	0	-13	11
COc1ccc(C2C(C(C)=O)=C(O)C(=O)N2c2ccc(O)cc2)cc1 (stereo unspecified)	-13	-4	-0.3	-16	4	-4	1	-6	13
CC(CC(=O)NC(C)c1ccc2c(c1)OCCO2)c1ccccc1 (stereo unspecified)	-1	-2	2.1	3	5	-1	2	9	10
COc1ccc(N(CC(=O)Nc2ccc(C)cc2C)S(=O)(=O)c2ccccc2[N+](=O)[O-])c(OC)c1	9	19	1.0	25	7	-3	1	13	-11
Cc1cc(C(=O)N/N=C/c2cc(N=Nc3ccccc3)ccc2O)n[nH]1	·	22	·	·	9	·	16	61*	·
O=C(CSc1nccc(=O)[nH]1)NCc1ccc2c(c1)OCO2	-8	-22	2.6	26	-1	-2	-6	7	4
CN(C)C(=C(C#N)C#N)N1CCN(c2ccc(Cl)c(Cl)c2)CC1	-14	18	-0.5	-26	-13	0	-7	-10	3
COc1cccc(CN(c2ccc3c(c2)CCC3)S(=O)(=O)c2ccc(-n3cnnn3)c(OC)c2)c1	-28	1	-0.5	11	40	-1	-1	-8	29
O=C(Nc1ccccc1)c1cccnc1NCCc1ccccc1	-5	-2	-0.7	-13	-18	2	2	-13	33
COc1ccc(-n2nnnc2Sc2ccc(S(=O)(=O)N3CCOCC3)cn2)cc1	17	4	-1.3	7	-5	1	1	5	23
Cc1ccc(-c2nc(C(=O)NCC3CCCO3)cc3c2[nH]c2ccccc23)cc1 (stereo unspecified)	39*	16	4.6	8	-12	7	5	10	73*
Cc1c(C)n(C(=O)CN2CCC(C(N)=O)CC2)c2ccccc12	12	-2	1.0	4	-8	0	3	-11	20
COc1cc(NC(=O)CNc2cccc(S(=O)(=O)N3CCOCC3)c2)cc(OC)c1	-13	-3	41*	11	9	4	-4	3	7
Cc1ccc(S(=O)(=O)N(C)C)cc1-n1c(SCC(=O)Nc2ccccc2)nc2ccccc2c1=O	15	4	0.6	6	13	-2	-6	12	17
CCCCN(CC)C(=O)c1ccc(Cl)cc1	17	-2	-1.1	-1	-6	0	6	5	-7
